bub3: NCI yeast anticancer drug screen, S. cerevisiae bub3 mutant strain; % growth inhibition at 50 µM; 9.9% of 78,000 active;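 further: 0% = growth of vehicle-only cultures of the same strain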
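In this screen, a yeast mutant lacking normal mitotic checkpoint function is challenged with compound. Relative growth versus vehicle gives the inhibition value.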
cln2 rad14: NCI yeast anticancer drug screen, S. cerevisiae cln2 rad14 strain; % growth inhibition at 50 µM; 8.3% of 78,000 active;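 further: 0% = growth of vehicle-only cultures of the same strain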
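cln2 rad14 yeast strain; compound exposure; growth inhibition read vs vehicle controls.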
rad50: NCI yeast anticancer drug screen, S. cerevisiae rad50 strain. 10% of 79,000 active. AID 155. growth inhibition, % at 50 µM;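 further: 0% = growth of vehicle-only cultures of the same strain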
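Relative growth inhibition (compound vs vehicle) was measured in yeast with a defined repair-gene alteration.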
sgs1 mgt1: NCI yeast anticancer drug screen, S. cerevisiae sgs1 mgt1 strain | growth inhibition, % at 50 µM | 10% of 78,000 active;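 further: 0% = growth of vehicle-only cultures of the same strain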
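Inhibition of yeast growth, normalised to vehicle-treated controls, is reported for a strain bearing genetic alterations in DNA damage repair.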
yeast mlh1 rad18: NCI yeast anticancer drug screen, S. cerevisiae mlh1 rad18 strain | growth inhibition, % at 50 µM | 11% of 79,000 active;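 further: 0% = growth of vehicle-only cultures of the same strain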
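Cells of a genetically altered yeast strain, deficient in DNA damage repair, were treated with compound. Their growth was then compared with that of vehicle-treated cultures to give inhibition.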
mec2-1: NCI yeast anticancer drug screen, S. cerevisiae mec2-1 strain | % growth inhibition at 50 µM | 9% of 79,000 active;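 further: 0% = growth of vehicle-only cultures of the same strain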
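Vehicle-treated cultures served as reference for growth inhibition of compound-exposed mec2-1 yeast.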
* hit, by the source's call; . = not tested or not shown; & = joins results of further samples. No stated cut-off is given here; in the data, active means growth inhibition above about 70%; inactive means the rest.

The first 21 entries, to show the layout:
SMILES	bub3	cln2 rad14	rad50	sgs1 mgt1	yeast mlh1 rad18	mec2-1
COC1CC(C)(N)C(O)C(C)O1 (centres undefined)	14	21	19	20	8	-18
Cc1nc(Nc2ccccc2)sc1C(=O)CC(=O)C(=O)Nc1c(C(C)C)cccc1C(C)C	-14	-21	-17	-14	-18	-8
Nc1ccc(C(=O)N/N=C/c2ccc(Cl)cc2Cl)cc1	13	8	27	12	-6	-4
O=c1[nH]c(Nc2cc(Cl)cc(Cl)c2)nc2nc[nH]c12	-8	9	20	-17	-33	0
Nc1cccc([N+](=O)[O-])c1O	5	10	5	13	12	2
NC(=O)c1ccc(Cl)cc1	-1	14	33	16	2	14
CCOC(=O)NC(=O)c1cn(CCN2CCN(C(=O)CNC(=O)CNC(=O)Cn3cc(C(=O)NC(=O)OCC)c(=O)[nH]c3=O)CC2)c(=O)[nH]c1=O	2	-30	11	10	-5	14
CCOC(=O)C1CCN(S(=O)(=O)c2ccccc2)CC1	19	-38	3	12	-6	-7
Cc1cccc(C(C)(C)C)c1NC(=O)CC1C(=O)Nc2ccccc2S1(=O)=O (centres undefined)	10	9	5	-4	24	2
CC(C(=O)C(=O)Nc1ccc(Cl)cc1)C(=O)c1ccc(Cl)cc1 (centres undefined)	5	-15	1	-3	-17	-7
O=c1c(-c2ccc(O)cc2)coc2c(C3OC(CO)C(O)C(O)C3O)c(O)ccc12 (centres undefined)	-1	-34	-14	-4	-4	-1
COC(=O)C1C2CC3c4[nH]c5cc(OC)c(Br)cc5c4CCN3CC2CC(OC(=O)c2cc(OC)c(OC)c(OC)c2)C1OC (centres undefined)	86*	84*	90*	86*	87*	88*
CC(C)[C@@H]1NC(=O)[C@@H]2N=C(O[C@H]2C)[C@H](C(C)C)NC(=O)C2N=C1O[C@H]2C	10	9	11	2	-34	5
Fc1ccc(N=Cc2ccc(C=Nc3ccc(F)cc3)cc2)cc1	38	10	21	19	27	30
C/C(CC(=O)Nc1cccc(Cl)c1C)=N\N=C(N)N	-23	19	-10	-15	-9	-28
CCCCCCCCCCCCCCCCSc1ccc(S(=O)(=O)N(C)C)cc1N	1	10	-16	3	12	-37
COc1c(C)c2nc3ccccc3[nH]c2c2c(=O)ccnc12	-22	15	-4	-12	46	-30
CNC(=O)OCCc1ccc2c3c(cccc13)CC2	28	-40	-1	-2	9	-8
CCOC(=O)C[n+]1c(C)sc2ccccc21	40	18	78*	38	19	40
Cc1nc(N)sc1N=Nc1cccc(Cl)c1Cl	76*	54	72*	66	84*	50
BrCCCOc1ccccc1	-2	-3	-24	-6	1	-33

This part in full, from the first entry:
SMILES	bub3	cln2 rad14	rad50	sgs1 mgt1	yeast mlh1 rad18	mec2-1
COC1CC(C)(N)C(O)C(C)O1 (centres undefined)	14	21	19	20	8	-18
Cc1nc(Nc2ccccc2)sc1C(=O)CC(=O)C(=O)Nc1c(C(C)C)cccc1C(C)C	-14	-21	-17	-14	-18	-8
Nc1ccc(C(=O)N/N=C/c2ccc(Cl)cc2Cl)cc1	13	8	27	12	-6	-4
O=c1[nH]c(Nc2cc(Cl)cc(Cl)c2)nc2nc[nH]c12	-8	9	20	-17	-33	0
Nc1cccc([N+](=O)[O-])c1O	5	10	5	13	12	2
NC(=O)c1ccc(Cl)cc1	-1	14	33	16	2	14
CCOC(=O)NC(=O)c1cn(CCN2CCN(C(=O)CNC(=O)CNC(=O)Cn3cc(C(=O)NC(=O)OCC)c(=O)[nH]c3=O)CC2)c(=O)[nH]c1=O	2	-30	11	10	-5	14
CCOC(=O)C1CCN(S(=O)(=O)c2ccccc2)CC1	19	-38	3	12	-6	-7
Cc1cccc(C(C)(C)C)c1NC(=O)CC1C(=O)Nc2ccccc2S1(=O)=O (centres undefined)	10	9	5	-4	24	2
CC(C(=O)C(=O)Nc1ccc(Cl)cc1)C(=O)c1ccc(Cl)cc1 (centres undefined)	5	-15	1	-3	-17	-7
O=c1c(-c2ccc(O)cc2)coc2c(C3OC(CO)C(O)C(O)C3O)c(O)ccc12 (centres undefined)	-1	-34	-14	-4	-4	-1
COC(=O)C1C2CC3c4[nH]c5cc(OC)c(Br)cc5c4CCN3CC2CC(OC(=O)c2cc(OC)c(OC)c(OC)c2)C1OC (centres undefined)	86*	84*	90*	86*	87*	88*
CC(C)[C@@H]1NC(=O)[C@@H]2N=C(O[C@H]2C)[C@H](C(C)C)NC(=O)C2N=C1O[C@H]2C	10	9	11	2	-34	5
Fc1ccc(N=Cc2ccc(C=Nc3ccc(F)cc3)cc2)cc1	38	10	21	19	27	30
C/C(CC(=O)Nc1cccc(Cl)c1C)=N\N=C(N)N	-23	19	-10	-15	-9	-28
CCCCCCCCCCCCCCCCSc1ccc(S(=O)(=O)N(C)C)cc1N	1	10	-16	3	12	-37
COc1c(C)c2nc3ccccc3[nH]c2c2c(=O)ccnc12	-22	15	-4	-12	46	-30
CNC(=O)OCCc1ccc2c3c(cccc13)CC2	28	-40	-1	-2	9	-8
CCOC(=O)C[n+]1c(C)sc2ccccc21	40	18	78*	38	19	40
Cc1nc(N)sc1N=Nc1cccc(Cl)c1Cl	76*	54	72*	66	84*	50

Two entries from above, as comma-separated lines.
structure,bub3,cln2 rad14,rad50,sgs1 mgt1,yeast mlh1 rad18,mec2-1
CNC(=O)OCCc1ccc2c3c(cccc13)CC2,28,-40,-1,-2,9,-8
CCOC(=O)C[n+]1c(C)sc2ccccc21,40,18,78*,38,19,40

Going on with the list.
SMILES	bub3	cln2 rad14	rad50	sgs1 mgt1	yeast mlh1 rad18	mec2-1
BrCCCOc1ccccc1	-2	-3	-24	-6	1	-33
CS(=O)(=O)Cc1cc(-c2ccccc2)no1	8	-3	15	9	10	28
CCOc1ccc(/C=C(/C#N)C(N)=O)cc1	.	.	10	.	9	-8
CCCC1OC(C)(c2ccccc2)OCC1CC (centres undefined)	5	-25	19	8	23	9
NNC(=O)C(N)Cc1ccccc1 (centres undefined)	0	-28	0	-15	-4	-15
CC(=O)OC1CCC2C(=CCC3C2(C)C(=O)CC2(C)C(C4(C)OC(C(C)C)=CC4=O)C(O)CC32C)C1(C)C (centres undefined)	-11	16	-1	-3	20	-10
C/C(C[n+]1ccccc1)=N\N=C(N)N	-5	-20	-19	-44	-9	-9
COc1ccc(CN2CCCN(Cc3ccc(OC)cc3OC)C2c2ccccc2)c(OC)c1	-5	18	20	8	15	7
CCN(CC)c1cc(OCc2ccccc2)cc2c1[C@H]1COc3cc(OC)ccc3[C@H]1O2	-3	-14	-18	-23	-11	-4
COC(=O)/C=C1\CCC2C3CC=C4C=C(N5CCCC5)CCC4(C)C3C(=O)CC12C (centres undefined)	-12	-10	-8	19	-18	16
CN(NC(=O)c1ccco1)C1=NCCCCN1	-10	-17	-12	-15	0	-11
FC(F)(F)c1ccccc1NC(=S)SCc1ccc(Cl)cc1	97*	99*	97*	99*	99*	97*
ClB1NB(Cl)NB(Cl)N1	-12	-7	-9	-10	4	-34
CC(Sc1nc(N)nc2nc[nH]c12)C(=O)O (centres undefined)	4	-24	-15	-11	11	-4
O=C1C(=O)N(c2ccccc2)N=C1N=Nc1ccccc1	69	42	90*	96*	56	87*
O=c1[nH]c(=O)c2nc3c(=O)[nH]c(=O)[nH]c3nc2[nH]1	3	-6	-14	1	-27	-21
C/C=C/C=C/C(=O)OCCCC	15	6	7	-9	-2	-1
CCOC(=O)c1cc(-c2cc(OC)c(OC)c([N+](=O)[O-])c2)c([N+](=O)[O-])n1C	0	3	5	1	10	-2
CC(=O)NCC1CCCO1 (centres undefined)	4	4	3	-20	-6	-19
NC(N)=N/N=C(/CC1OC(=O)c2ccccc21)c1ccc2ccccc2c1 (centres undefined)	-16	6	-3	-3	-12	-12
CCCCNC[C@@H](O)[C@H](O)COS(C)(=O)=O	-14	-24	0	-9	-7	-12
CCOC(=O)Nc1cc2c(c(N)n1)N=C(c1ccc(OC)cc1)CN2	22	30	33	24	11	-7
O=CN1CCCC1C(=O)O (centres undefined)	2&-11	6&3	7&4	-11&-1	-4&20	-5&-7
CS(=O)c1ccccc1 (centres undefined)	14	8	-5	1	14	5
CCCCCCCCCC/C=C\CC(=O)O	36	10	-11	6	-21	-1
O=C1C(c2ccccc2)=C(c2ccccc2)C(c2ccc(Cc3ccc(C4=C(c5ccccc5)C(=O)C(c5ccccc5)=C4c4ccccc4)cc3)cc2)=C1c1ccccc1	15	15	20	17	27	32
CC1(C)CC(=O)C(CC2C(=O)c3ccccc3C2=O)C(=O)C1C(=O)C(=O)Nc1cccc2ccc(O)cc12 (centres undefined)	-32	-8	8	-9	-30	-13
CC(=O)C/C(C)=N\NC(=O)c1ccc([N+](=O)[O-])cc1	10	7	-6	6	20	-17
CC(=O)Nc1cc(NC(C)=O)c2ccccc2c1O	14&19	25&6	4&-3	8&13	7&3	6&22
CCCCCC(=O)C(C)C1(C(=O)OC)NC(=S)NC(=O)C1C#N (centres undefined)	-2	12	17	13	17	15
CCCCCOCC1(c2ccccc2)NC(=O)N(C)C1=O (centres undefined)	0	25	13	9	16	16
Cc1ccc([PH+](CC[PH+](c2ccccc2)c2ccccc2)c2ccc(C)cc2)cc1.Cc1ccc([PH+](CC[PH+](c2ccccc2)c2ccccc2)c2ccc(C)cc2)cc1.[Pt]	91*	90*	89*	91*	88*	91*
CS(=O)(=O)N/N=C(\N)Oc1ccc(Cl)cc1Cl	-16	3	7	-10	27	-5
COC(=O)C(=O)c1c(C(=O)OC)nc2[nH]n(-c3ccccc3)c(=O)c2c1-c1cccc2ccccc12	8	23	52	10	59	21
O=C(c1ccccc1O)N1CCCCC1	17	14	32	12	11	25
O=C1CSC2(CCN(CCCN3c4ccccc4Sc4ccc(Cl)cc43)CC2)N1	98*	99*	99*	99*	91*	99*
Nc1nc(C2CCCCC2)cc(=O)[nH]1	6	-25	1	-4	-1	9
CC1(C)CC(=O)C(C(CC(c2ccccc2)c2cc3c(cc2O)OCO3)C2=C(O)CC(C)(C)CC2=O)=C(O)C1 (centres undefined)	96*	95*	95*	97*	96*	93*
CSC(N)=Nc1cccc2ccccc12	-34	-11	-44	-41	-41	-59
FC(F)Cc1ccccc1	-2	-7	4	11	-7	-1
COc1ccc2c(c1)C13CCCC(C)(C(=O)NC1)C3CC2 (centres undefined)	2	9	0	-16	-12	-18
CCCCCCCCCCCCCCSC(=NC)NC	100*	99*	99*	100*	99*	100*
COC1C(O)C(C)OC(OC2C(Oc3cccc4c(O)c5c(=O)oc6ccc(C)c7c(=O)oc(c34)c5c67)OC(C)C3O[C@H](c4ccccc4)OC32)C1O (some centres undefined)	90*	88*	87*	91*	77*	88*
O=C(Nc1cccc2ccccc12)c1ccco1	2	4	15	9	8	16
O=C1NC(=O)c2ccc(Br)c3cccc1c23	20	22	18	16	2	19
C/C(=N\NC(=S)NC(CCC(=O)O)C(=O)O)c1cnccn1 (centres undefined)	41	20	38	37	15	21
COc1ccc(-c2nc(-c3cc4ccccc4oc3=O)cs2)cc1	-18	8	13	-12	-35	14
COC(=O)C1=Nc2c(C)nn(-c3ccccc3)c2N=C(c2ccc(C)cc2)C1	-5	23	5	-11	7	-11
C=CCn1c(=O)c(-c2ccccc2)c(O)c2ccccc21	53	58	54	38	25	48
O=S(=O)(CC1CC2C=CC1C2)c1ccc(Br)cc1 (centres undefined)	23	3	-14	7	-33	10

Following part.
SMILES	bub3	cln2 rad14	rad50	sgs1 mgt1	yeast mlh1 rad18	mec2-1
CCCCCCCCCCCCCCCCS(=O)(=O)N/N=C(/c1ccc(Cl)cc1)N1CCCCC1	-10	21	-18	3	-5	-32
Clc1cccc(N2CCN(c3c4c(nc5ccccc35)CCCCC4)CC2)c1	92*	93*	93*	95*	94*	96*
C=CCc1cc(C(Cc2ccccc2)NC(C)C)cc(OCc2ccccc2)c1OCc1ccccc1 (centres undefined)	48	-4	10	17	51	12
Cc1nc(N)[nH]c(=O)c1CCCNc1ccc(CCCCC(=O)CCl)cc1	-5	8	39	24	25	11
Ic1ccccc1	-46	-9	-1	-41	-66	7
CCOC(=O)c1cnc2cc(C(F)(F)F)ccc2c1N=[N+]=[N-]	-3	25	44	43	60	20
CC(=O)N1CC(=O)N2C(=O)/C(=C/c3ccc(Cl)cc3)N=C12	9	3	2	12	-42	1
O=C(/C=C/c1ccccc1)N/N=C/c1ccccc1Cl	17	18	28	33	10	32
OC1c2ccccc2OC2(N3CCCC3)CCCCC12 (centres undefined)	-26	-16	-6	-13	1	-30
O=C1C=C(Nc2cccnc2)c2ccccc2C1=O	20	8	10	0	9	-7

High-throughput results deposited in PubChem BioAssay by NCI.
